# High-throughput results deposited in PubChem by National Center for Advancing Translational Sciences (NCATS).
# Tau fluor cs – counter-screen for tau fibril formation inhibitors. tau K18 P301L Alexa594 fluorescence, heparin fibrillization. Potency, µM (highest dose often 57.7 µM), without a hit: at the highest dose activity change, negative = decrease. actives 0.93% (n = 280,000). AID 1463; further: nearly all actives have a fitted effect of over 55% in size
#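 Human tau K18 P301L (15 uM unlabeled, 0.24 uM Alexa 594-labeled) in 100 mM sodium acetate pH 7 with 20 uM heparin, 6 hr at 37 C. ThT 30 uM added, 1 hr ambient; Alexa 594 FP and total fluorescence read at 555/632 nm.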
# aGal spleen mod – alpha-galactosidase A (human) modulation; P06280; human spleen homogenate, 4MU-alpha-Gal fluorescence, 40 min; Potency, µM (titrated, usually from 80 µM), for inactives: at the highest dose activity change, negative = inhibition, hits mostly inhibitors; actives 0.008% (n = 240,000); AID 2107;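 further: 0% = enzyme with vehicle and -100% = no enzyme basal signal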
#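 Inhibition or activation of alpha-galactosidase in human spleen homogenate is scored by 4-MU fluorescence after 40 min at 37C, pH 5.0, with 1 mM substrate. AC50s come from concentration-response fitted to the Hill equation.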
# Tau fibril ThT – tau fibrillization inhibition (ThT binding) | recombinant tau K18 P301L, heparin-induced fibrillization, ThT fluorescence | P10636 | Potency, µM (highest dose often 57.4 µM), for inactives: at the highest dose activity, negative = inhibition, actives largely listed as inhibitors | actives 2.1% (n = 270,000); further: nearly all actives have a fitted effect of over 55% in size
# Target sequence (P10636 561-689 P618L limits assumed): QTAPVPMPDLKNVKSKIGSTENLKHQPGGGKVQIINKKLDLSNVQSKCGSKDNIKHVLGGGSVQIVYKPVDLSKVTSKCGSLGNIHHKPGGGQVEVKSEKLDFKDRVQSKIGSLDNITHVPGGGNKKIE
#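 ThT emission at 510 nm, taken 1 hr after adding 30 uM dye, quantifies aggregates formed when 20 uM heparin acts on human tau K18 P301L for 6 hr at 37 C.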
# L3MBTL1 block – inhibitors of human L3MBTL1; AID 485360; Potency, µM (doses to about 57.1 µM), inactives show top-dose activity, negative = inhibition, most hits filed as inhibitors; Q9Y468; actives 0.66% (n = 230,000); AlphaScreen L3MBTL1–H3K9me1 peptide binding; further: nearly all actives have a fitted effect of over 60% in size
# Target sequence (Q9Y468 whole entry, looked up): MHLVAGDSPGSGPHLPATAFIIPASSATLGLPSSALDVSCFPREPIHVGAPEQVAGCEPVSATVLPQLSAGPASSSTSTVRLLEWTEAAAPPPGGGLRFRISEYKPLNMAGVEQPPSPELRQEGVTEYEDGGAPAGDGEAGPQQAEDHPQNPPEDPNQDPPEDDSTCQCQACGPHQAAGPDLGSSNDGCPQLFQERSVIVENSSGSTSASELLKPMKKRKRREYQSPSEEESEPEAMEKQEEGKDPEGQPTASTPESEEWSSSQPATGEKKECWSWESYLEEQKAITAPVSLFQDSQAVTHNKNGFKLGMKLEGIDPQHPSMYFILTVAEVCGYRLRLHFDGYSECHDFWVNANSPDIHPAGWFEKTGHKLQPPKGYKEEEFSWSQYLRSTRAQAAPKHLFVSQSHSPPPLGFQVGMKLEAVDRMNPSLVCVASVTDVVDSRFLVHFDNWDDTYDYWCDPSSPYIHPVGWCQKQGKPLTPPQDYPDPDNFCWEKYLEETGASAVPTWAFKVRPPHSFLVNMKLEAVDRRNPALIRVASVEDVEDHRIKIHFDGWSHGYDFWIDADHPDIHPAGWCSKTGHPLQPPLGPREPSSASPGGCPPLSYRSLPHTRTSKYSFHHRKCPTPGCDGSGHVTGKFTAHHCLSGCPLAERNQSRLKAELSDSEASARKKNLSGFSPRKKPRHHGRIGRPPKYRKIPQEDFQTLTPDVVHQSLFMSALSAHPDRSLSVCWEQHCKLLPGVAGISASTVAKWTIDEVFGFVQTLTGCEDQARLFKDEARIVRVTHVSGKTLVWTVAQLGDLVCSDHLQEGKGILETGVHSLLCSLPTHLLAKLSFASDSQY
#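 L3MBTL1 50 nM + b-AHA-H3(1-15)K9me1 75 nM, 30 min RT; compound added, 30 min RT; streptavidin donor/Ni-chelate acceptor beads 10 ug/mL each final, 30 min RT dark; AlphaScreen read.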
# Tau fibril FP – inhibitors of human tau fibril formation. K18 P301L tau heparin fibrillization, Alexa594 FP, 6 h. AID 1468. actives 0.39% (n = 280,000). Potency, µM (top dose mostly 57.7 µM), for inactives: top-dose activity, negative = inhibition, actives largely listed as inhibitors; further: nearly all actives have a fitted effect of over 55% in size
#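 Quantitative HTS format: compounds meet 15 uM recombinant K18 P301L tau and Alexa 594-tau tracer in 100 mM sodium acetate pH 7; 20 uM heparin triggers fibrillization at 37 C over 6 hr; FP gives the signal.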
# TexasRed fluor – Texas Red fluorescence interference in TRb-SRC2 counter-screen; Potency, µM (top dose mostly 106 µM), for the others: at the top dose fluorescence change, negative = quenching; actives 0.29% (n = 280,000); TRb/SRC2 Texas Red total fluorescence interference; active means well fitted curve in either direction with a large enough effect; inconclusive means small, poorly fitted or top-dose-only effect
#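 Flags fluorescent or light-absorbing compounds by total fluorescence, S + 2P, at 555 nm excitation and 632 nm emission. Mixture: 20 nM Texas Red SRC2 peptide, 0.6 uM human TRb LBD, 1 uM T3, 5% DMSO; compound exposure 5 h at ambient temperature.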
# ALDH1A1 inh – blocks purified human ALDH1A1 activity; Purified ALDH1A1, NADH fluorescence, propionaldehyde substrate; Potency, µM (series often up to 75.3 µM), inactives show at the highest dose activity, negative = inhibition, most hits filed as inhibitors; actives 7.3% (n = 220,000); AID 1030; active means well fitted inhibition curve with a large enough effect, not every such curve was filed as active; inconclusive means small, poorly fitted or top-dose-only effect, or another doubt; inactive means no such curve, though single readings can be large or run the other way;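 further: plate controls were no enzyme wells and a reference inhibitor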
# TRb-SRC2 inh – inhibitors of human thyroid hormone receptor beta-SRC2 interaction; P10828; TRbeta-SRC2 peptide binding, fluorescence polarization; receptor liganded with 1 µM T3; Potency, µM (series often up to 106 µM), for inactives: top-dose activity change, negative = inhibition, hits mostly inhibitors; actives 0.065% (n = 280,000);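 further: plate controls were bound peptide for no effect and peptide without receptor for full effect; nearly all actives have a fitted effect of over 50% in size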
#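 TRb LBD 0.6 uM + Texas Red SRC2 peptide 20 nM, 1 uM T3, Tris buffer w/ 5% DMSO; compound pinned, 5 h RT; FP read ex 555/em 632; normalized to unbound and bound controls.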
# The depositor's hits bear a star; ? = inconclusive; . = not tested or not shown; [ ] = remark or other dose. Unless noted, the call rests on the fitted dose curve; in most records, active means well fitted curve in the direction sought with a large enough effect; inconclusive means small, poorly fitted or top-dose-only effect, or another doubt; inactive means no such curve, though single readings can be large; an effect the other way counts as inactive or inconclusive. Unless noted, on the % scale 0 is the no-effect control and ±100 the full control effect; potency means the concentration at half of the fitted maximal effect.
SMILES,Tau fluor cs,aGal spleen mod,Tau fibril ThT,L3MBTL1 block,Tau fibril FP,TexasRed fluor,ALDH1A1 inh,TRb-SRC2 inh
CCOC(=O)c1c(NC(=O)c2ccc(S(=O)(=O)N(C)C3CCCCC3)cc2)sc2c1CCN(C(C)C)C2,-1.4%,.,-2.0%,.,4.8%,-2.7%,.,0.9%
O=C(CSc1nccn1-c1ccc(F)cc1)Nc1ccc(OC(F)(F)F)cc1,?,.,-4.0%,.,?,0.6%,.,-3.0%
CCOc1cccc(/C=N/NC(=O)CC2C(=O)NN=C2C)c1O (stereo not given),0.8%,-2.0%,10.8%,.,2.7%,-4.1%,0.0%,-0.4%
Cc1ccc(NC(=O)CN(C)S(=O)(=O)c2cccc3cccnc23)cc1F,-14.7%,.,-5.1%,.,-7.6%,5.1%,.,-6.3%
CCOC(=O)C1CCN(C(=O)Cn2nc(CC)n3c(cc4occc43)c2=O)CC1,-2.6%,.,5.5%,.,-6.6%,-1.0%,.,1.5%
O=C(NC1CC1)c1ccc(-n2cccc2)cc1,-5.3%,-9.0%,?,-16.0%,-13.0%,-2.1%,-11.6%,-8.0%
CSc1nc2ccc(NC(=O)c3ccco3)cc2s1,-17.5%,-0.6%,-8.0%,12.9%,-8.4%,-5.3%,-7.5%,5.8%
CC(C)CCNC(=O)c1cccc(Cl)c1,2.0%,7.4%,0.7%,.,-0.3%,-3.9%,10.3%,-1.9%
CCN(CC)c1ccc2cc(S(=O)(=O)c3ccc(Cl)cc3)c(=O)oc2c1,?,4.1%,?,104.0%[activator],-2.2%,-0.9%,-4.4%,-2.2%
S=C(Nc1ccccc1)Nc1ccccc1C#Cc1ccccc1,?,4.1%,?,.,?,-5.9%,17.8µM*,-2.9%
O=c1cc(-c2ccccc2)nc(SCc2ccccc2F)[nH]1,4.4%,-4.9%,5.9%,-1.5%,-5.6%,-0.5%,-0.4%,4.6%
O=C(CSc1nc2ccccc2c(=O)n1Cc1ccc(C(=O)NC2CC2)cc1)NCc1ccco1,4.3%,1.6%,1.4%,1.1%[11.4 µM],1.6%,-1.4%,-8.3%,0.3%
O=C(c1cccc([N+](=O)[O-])c1)N1c2ncnn2C2(CCCCC2)[C@@H]2CCCC[C@@H]21,-12.3%,.,1.3%,.,6.2%,0.6%,.,-7.0%
Cc1nn(C)c(C)c1CN(Cc1nc(-c2cc(F)ccc2F)oc1C)C1CC1,-3.9%,-5.1%,-9.9%,-4.6%,4.4%,-0.2%,-1.4%,-0.5%
O=C(Nc1cccc(C(F)(F)F)c1)C1CCN(S(=O)(=O)c2cnc[nH]2)CC1,-0.9%,8.2%,1.5%,.,0.9%,1.6%,11.7%,-7.4%
Cc1ccc(NC(=O)c2ccccc2NC(=O)Cc2ccccc2)cc1,?,5.6%,-4.2%,10.3%,?,1.3%[53 µM],-7.0%,0.4%[53 µM]
CCOC(=O)c1cccc(NC(=O)c2sc3nc[nH]c(=O)c3c2C)c1,-23.3%,.,?,.,?,-4.5%,.,-4.8%
COC(=O)c1c(NC(=O)Cn2cc([N+](=O)[O-])cn2)sc2c1CCC2,-7.1%,-6.1%,-5.2%,-1.5%,-8.2%,1.5%,1.6%,1.3%
CN(C)S(=O)(=O)c1cccc(NC(=S)Nc2ccc3cn[nH]c3c2)c1,-11.4%,6.9%,-12.6%,-3.0%,-3.3%,-0.5%,22.4µM*,-8.1%
O=C(NCc1ccc(F)cc1)c1cnc2n(c1=O)CCS2,-12.2%,-1.5%,-13.2%,.,1.5%,1.8%,8.2%,1.8%

# Some of the entries above, set out differently:
compound	Tau fluor cs	aGal spleen mod	Tau fibril ThT	L3MBTL1 block	Tau fibril FP	TexasRed fluor	ALDH1A1 inh	TRb-SRC2 inh
Cc1nn(C)c(C)c1CN(Cc1nc(-c2cc(F)ccc2F)oc1C)C1CC1	-3.9%	-5.1%	-9.9%	-4.6%	4.4%	-0.2%	-1.4%	-0.5%
CCOC(=O)c1cccc(NC(=O)c2sc3nc[nH]c(=O)c3c2C)c1	-23.3%	.	?	.	?	-4.5%	.	-4.8%

# Next structures:
SMILES,Tau fluor cs,aGal spleen mod,Tau fibril ThT,L3MBTL1 block,Tau fibril FP,TexasRed fluor,ALDH1A1 inh,TRb-SRC2 inh
NC(=O)c1cc[n+](CC(=O)c2ccc(NC(=O)c3ccccc3)cc2)cc1,-7.7%,-3.8%,?,-1.0%,-18.2%,0.0%,4.47µM*,4.4%
Cc1cc(C)nc(N2CCC(C(=O)Nc3ccc4c(c3)CCC4)CC2)n1,3.4%,-10.0%,-6.9%,-0.5%,4.4%,-2.5%,0.8%,-5.2%
COC(=O)c1sccc1NC(=O)CSc1cccc(Cl)c1Cl,-15.4%,2.8%,-10.3%,24.9%,-4.2%,0.5%,-15.5%,9.4%
O=c1c2cc3c(nc2ncn1Cc1ccccc1F)CCCC3,5.1%,.,5.3%,.,-3.4%,-4.3%,.,6.0%
COc1cc(C(=O)Nc2ccc3oc(-c4ccc(C)c(Br)c4)nc3c2)cc(OC)c1OC,-22.4%,.,?,.,?,4.4%,.,-9.8%
Cc1ccc(N(CN2CCCC2=O)C(=O)c2ccccc2)cc1,2.8%,-1.7%,3.3%,1.7%,-6.0%,-5.2%,2.3%,-2.0%
Cc1ccc2c(c1)N(CC(=O)OCC(=O)NCc1ccccc1)C(=O)CO2,-16.1%,-7.6%,-7.3%,-3.0%,-10.6%,1.8%,4.5%,1.2%
CC(C)(C)NC(=O)Nc1ccc2nccnc2c1,-9.1%,27.8%,-5.5%,13.9%,-8.5%,-10.2%,?,-6.7%
Cc1cc2cc(CNC(=O)C3CCCC3)ccc2n1C,-19.5%,4.5%,-17.8%,.,-3.1%,0.2%,.,2.1%
O=C(c1ccco1)N1CCC(N2CCN(c3ccccc3)CC2)CC1,-0.5%,5.6%,.,.,-1.3%,-2.9%,.,6.7%
COc1ccc2c(c1)cc1n2CCN=C1NCCO,-2.7%,-0.8%,6.4%,.,?,1.8%,?,-7.7%
O=C(Nc1ccsn1)c1ccc(Cl)cc1Cl,-9.8%,5.4%,.,.,-4.9%,-3.0%,.,4.1%
Cc1cc(C(=O)NNC(=O)c2cccc(C(F)(F)F)c2)no1,5.1%,-0.8%,8.0%,5.0%,0.9%,-2.8%,15.9%,-2.1%
O=C(/C=C/c1cccc(F)c1)c1ccc(N2CCOCC2)cc1,?,-2.4%,12.6µM*,?,1.5%,2.4%,12.6µM*,5.4%
COc1ccc(C)cc1NC(=O)Cn1cnnn1,3.7%,-3.0%,4.0%,11.5%,3.9%,0.0%,7.6%,-6.6%
Cc1ccc(CNC(=O)c2cn(C)c3ccc(S(=O)(=O)N4CCOCC4)cc3c2=O)cc1,-26.7%,.,0.7%,.,-3.5%,-0.7%,.,1.6%
CCOc1ccc(C(=O)Nc2cccc(-c3nc4cccnc4s3)c2C)cc1OCC,5.0%,.,7.0%,.,0.3%,-1.4%,.,-7.5%
O=C1CC(c2ccccc2)Cc2[nH]c(=O)c(C(=O)Nc3cccc(Cl)c3)cc21 (stereo not given),10.0%,.,5.5%,.,-1.8%,0.9%,.,-3.1%
CCN(C(=O)c1c(C)oc2ncnc(N3CCCCC3)c12)c1cc(C)ccc1C,?,.,-0.3%,.,-7.9%,-3.5%,.,5.7%
COC(=O)c1cn(C(=O)c2cccc(C)c2)c2ccccc12,-11.3%,6.2%,-9.5%,48.8%[activator],-6.7%,-0.9%,-5.2%,-10.3%
O=C(Nc1ccccc1C(F)(F)F)N1CCCCCC1,0.8%,2.5%,-2.5%,-17.0%[11.4 µM],8.1%,1.9%,3.8%,-10.9%
CSc1nn(Cc2ccc(F)cc2)c(N)c1S(=O)(=O)c1ccc(Cl)cc1,?,.,-0.2%,.,?,-0.5%,.,0.8%
COc1cccc(CNC(=O)c2cc3c(s2)-c2ccccc2OC3)c1,?,.,-6.0%,.,?,5.7%,.,7.9%
CC1CCc2c(sc(NC(=O)Cn3cnc([N+](=O)[O-])n3)c2C(N)=O)C1 (stereo not given),-18.8%,-7.9%,?,-1.5%,-2.6%,-5.9%,-3.4%,-3.6%
CCOC(=O)C1CCCN(c2ncnc3c2cnn3-c2ccc(Cl)cc2)C1 (stereo not given),-22.1%,3.9%,-12.2%,18.0%,-3.2%,-5.5%,?,-5.6%
C/C(=N\NC(=O)c1ccccn1)c1ccc(Cl)cc1,-4.7%,-5.9%,-25.0%,-10.8%,-10.3%,-1.7%,.,-2.7%
C=C(C)[C@@H]1CC=C(C(=O)O)CC1,3.5%,-5.9%,-1.1%,.,-5.3%,-3.0%,.,4.0%
COc1cc2c(C(=O)N3CCN(c4ccccc4C)CC3)c(C)oc2cc1Br,-14.5%,-11.4%,-21.3%,2.6%,2.7%,-1.2%,7.8%,0.1%
CCOc1ccc(N=C(NC#N)SCC)cc1,-0.5%,-0.1%,-10.9%,0.8%,1.4%,-0.3%,?,6.3%
COc1ccc(-c2cc(-c3ccccc3)n3ncnc3n2)cc1,-21.4%,2.9%,-19.6%,3.7%,-15.2%,-2.2%,?,-0.6%
O=C(c1ccc(S(=O)(=O)N2CCOCC2)cc1)N(c1cccc(Cl)c1)C1C=CS(=O)(=O)C1 (stereo not given),-11.5%,12.8%,-8.1%,.,2.0%,-2.4%,-2.3%,6.0%
CCOc1cc(/C=N/NC(=O)c2cccc([N+](=O)[O-])c2)ccc1OS(=O)(=O)c1ccccc1,14.1µM*[quencher],-3.8%,-16.8%,-4.5%,-8.5%,-2.3%,?,-0.7%
CCC(=O)N1CCc2cc(Br)cc(S(=O)(=O)CCC(=O)Nc3ccc(C)c(F)c3)c21,-16.3%,.,-0.8%,.,1.0%,-0.9%,.,1.6%
CCS(=O)(=O)N1CCN(c2ccc([N+](=O)[O-])c(NCc3cccnc3)c2)CC1,-15.9%,1.1%,?,-3.5%,0.9%,0.3%,-4.7%,0.3%
CCSc1nnc(NC(=O)Cc2cccc(OC)c2)s1,-4.3%,-4.5%,-8.3%,.,8.8%,1.0%,1.3%,-3.0%
COc1ccc(N2C(=O)NC3CC2(C)Oc2ccccc23)cc1 (stereo not given),0.8%,-1.0%,-0.8%,.,2.9%,-1.4%,2.7%,-7.2%
